GAA inhib: qHTS Assay for Inhibitors of Human alpha-Glucosidase as a Potential Chaperone Treatment of Pompe Disease | purified human GAA, 4-MU-alpha-glucoside fluorescence | Potency, µM (doses to about 76.9 µM), without a hit: at the highest dose activity change, negative = inhibition, actives largely listed as inhibitors | 200,000 compounds, 0.005% hits;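 note: plate controls were uninhibited enzyme wells for no effect and no-enzyme background for full effect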
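AC50 values come from Hill fits of compound titrations (up to 77 uM) against 4 nM human enzyme. Substrate 4-methylumbelliferyl-alpha-D-pyranoside at 400 uM, pH 5.0 citrate buffer, 20 min room temperature; fluorescence Ex 365/Em 440 after alkaline stop.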
Tau fibril FP: qHTS for Inhibitors of Tau Fibril Formation, Fluorescence Polarization. K18 P301L tau heparin fibrillization, Alexa594 FP, 6 h. 280,000 compounds, 0.39% hits. AID 1468, 2008. Microtubule-associated protein tau (Homo sapiens), P10636. Potency, µM (doses to about 57.7 µM), inactives show top-dose activity, negative = inhibition, actives largely listed as inhibitors; note: % is set by controls: 0 for no effect and ±100 for the full control effect; nearly all actives have a fitted effect of over 55% in size
Target sequence (P10636 561-689 P618L limits assumed): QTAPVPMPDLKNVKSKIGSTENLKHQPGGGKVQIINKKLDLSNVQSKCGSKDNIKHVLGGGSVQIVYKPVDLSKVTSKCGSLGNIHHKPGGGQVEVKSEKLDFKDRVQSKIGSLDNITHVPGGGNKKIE
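K18 P301L tau (15 uM unlabeled/0.24 uM Alexa 594-labeled, final) + compound + heparin 20 uM final; 100 mM NaOAc pH 7; 6 hr 37 C; ThT 30 uM final added, 1 hr RT; FP ex 555/em 632 nm.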
GAA glycogen: qHTS Assay for Inhibitors and Activators of Human alpha-Glucosidase Cleavage of Glycogen; Lysosomal alpha-glucosidase (Homo sapiens), P10253; recombinant GAA, glycogen substrate, Amplex Red glucose oxidase fluorescence; Potency, µM (top dose mostly 76.4 µM), inactives show top-dose activity change, negative = inhibition, actives largely listed as inhibitors; 300,000 compounds, 0.38% hits;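 note: 0% = full enzyme reaction and -100% = no-enzyme basal signal; the screen sought inhibitors and activators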
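Recombinant human enzyme (4 nM); glycogen substrate; 37 C, 40 min, pH 5.0. Readout: coupled glucose oxidase/Amplex Red fluorescence.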
Tau fibril ThT: qHTS for Inhibitors of Tau Fibril Formation, Thioflavin T Binding. Microtubule-associated protein tau (Homo sapiens), P10636. recombinant tau K18 P301L, heparin-induced fibrillization, ThT fluorescence. Potency, µM (top dose mostly 57.4 µM), without a hit: at the top dose activity, negative = inhibition, actives largely listed as inhibitors. 270,000 compounds, 2.1% hits. AID 1460, 2008; note: % is set by controls: 0 for no effect and ±100 for the full control effect; nearly all actives have a fitted effect of over 55% in size
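In this qHTS, human K18 P301L tau is incubated with compound and heparin for 6 hr at 37 C, and Thioflavin T fluorescence then reports fibril load.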
Tau fluor cs: Counterscreen qHTS for Inhibitors of Tau Fibril Formation, Fluorescence Polarization. tau K18 P301L Alexa594 fluorescence, heparin fibrillization. Potency, µM (titrated, usually from 57.7 µM), inactives show top-dose activity change, negative = decrease. 280,000 compounds, 0.93% hits; note: % is set by controls: 0 for no effect and ±100 for the full control effect; nearly all actives have a fitted effect of over 55% in size
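Human tau K18 P301L (15 uM unlabeled, 0.24 uM Alexa 594-labeled) in 100 mM sodium acetate pH 7 with 20 uM heparin, 6 hr at 37 C. ThT 30 uM added, 1 hr ambient; Alexa 594 FP and total fluorescence read at 555/632 nm.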
aGal spleen mod: qHTS Assay for Inhibitors and Activators of Human alpha-Galactosidase From Spleen Homogenate; Potency, µM (doses to about 80 µM), for the others: at the highest dose activity change, negative = inhibition, usual class: inhibitors; human spleen homogenate, 4MU-alpha-Gal fluorescence, 40 min; 240,000 compounds, 0.008% hits;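 note: 0% = enzyme with vehicle and -100% = no enzyme basal signal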
Target sequence (P06280 32-429 limits assumed): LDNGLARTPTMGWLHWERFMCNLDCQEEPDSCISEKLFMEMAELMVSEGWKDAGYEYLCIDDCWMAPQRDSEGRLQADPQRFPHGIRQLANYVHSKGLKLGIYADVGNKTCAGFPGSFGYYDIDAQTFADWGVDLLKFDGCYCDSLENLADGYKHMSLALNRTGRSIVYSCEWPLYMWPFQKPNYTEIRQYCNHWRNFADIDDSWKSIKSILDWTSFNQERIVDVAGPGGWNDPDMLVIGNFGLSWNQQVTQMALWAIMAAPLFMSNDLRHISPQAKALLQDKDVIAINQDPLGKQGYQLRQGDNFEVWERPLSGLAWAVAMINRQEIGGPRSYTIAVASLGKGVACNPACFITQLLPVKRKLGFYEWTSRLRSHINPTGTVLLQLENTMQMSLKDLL
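qHTS titration in buffer at pH 5.0. Alpha-galactosidase activity in spleen homogenate was measured via 4-methylumbelliferone release from 1 mM fluorogenic substrate after 40 min at 37C and a pH 10 stop. AC50 came from Hill fits of control-normalized data.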
HTT ATP protect: qHTS Multiplex Assay to Identify Dual Action Probes in a Cell Model of Huntington: Cytoprotection (ATP); PC12 HTT-Q103 induced, cytoprotection, ATP luminescence, 40 h; Potency, µM (titrated, usually from 56.4 µM), for inactives: cytoprotection (ATP increase), most hits filed as activators; 230,000 compounds, 0.14% hits;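 note: % of control where 0% means no effect; nearly all actives have a fitted effect of over 45% in size; toxic huntingtin expression switched on by the ecdysone agonist tebufenozide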
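PC12 cells with ecdysone-inducible HTT exon 1 Q103-GFP, induced with 100 nM tebufenozide and co-treated with library compounds in a dose series (1536-well, 1500 cells/well). Cytoprotection read as ATP content by ATPlite luminescence.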
GAA spleen mod: qHTS Assay for Inhibitors and Activators of Human alpha-Glucosidase From Spleen Homogenate; Lysosomal alpha-glucosidase (Homo sapiens), P10253; human spleen homogenate, 4-MU-alpha-glucoside fluorescence; Potency, µM (titrated, usually from 79.9 µM), without a hit: top-dose activity change, negative = inhibition, usual class: inhibitors; 240,000 compounds, 0.006% hits; AID 2112, 2009;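 note: 0% = enzyme with vehicle and -100% = no enzyme basal signal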
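Compounds were titrated against alpha-glucosidase in spleen homogenate at pH 5.0, with 1 mM 4-methylumbelliferyl substrate for 40 min at 37 C. Reactions were quenched with pH 10 NaOH/glycine and fluorescence measured.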
* = called active by the depositor; ? = inconclusive; nt = not tested or not shown; & = joins results of further samples; [ ] = remark or other dose. Calls come from the whole dose curve; as a rule, active = well fitted curve in the direction sought with a large enough effect; inconclusive = small, poorly fitted or top-dose-only effect, or another doubt; inactive = no such curve, though single readings can be large; an effect the other way counts as inactive or inconclusive. Potency is the fitted concentration of half-maximal effect.

No. | canonical_smiles | GAA inhib | Tau fibril FP | GAA glycogen | Tau fibril ThT | Tau fluor cs | aGal spleen mod | HTT ATP protect | GAA spleen mod
1 | CN(c1ccccc1)S(=O)(=O)c1ccc(NC(=S)NC(=O)c2ccccc2)cc1 | -8% | ? | -9% | -9% | ? | 8% | 3% | -5%
2 | COc1ccccc1N1C(=O)CC(N(O)c2ccccc2)C1=O (stereo not drawn) | 1% | 6% | ? | ? | -11% | -2% | 19%[10 µM] | 0%
3 | CSc1nc2ccccc2cc1/C=C(\C#N)c1cccc(C)c1 | 6% | -11% | -3% | -11% | -10% | 0% | -4% | -9%
4 | CC1=CC(C)(C)N(C(=O)CSc2ncn[nH]2)c2ccc(C)cc21 | -5% | -4% | 7% | -2% | -5% | 0% | 11% | -5%
5 | C=CCc1ccc(O)c(-c2cc(CC=C)ccc2O)c1 | nt | ? | ? | -11%&-13% | ? | 4%&13%&6% | -8%[10 µM] | -1%&5%&-6%
6 | O=C1NCCN1c1ccc(CN2CCN(C3CCCCC3)C(CCO)C2)cc1 (stereo not drawn) | -11% | 1% | 11% | -15% | 3% | -4% | -35% | -10%
7 | O=C(NC1CCCc2ccccc21)C1CCN(S(=O)(=O)N2CCCCCC2)CC1 (stereo not drawn) | -2% | 1% | -2% | -3% | -1% | 18% | -28%[0.074 µM] | 0%
8 | O=P(O)(O)c1ccccc1OCCOCCOc1ccccc1P(=O)(O)O | -1% | -7% | 5% | 2% | 1% | 1% | -1%[10 µM] | -3%
9 | Fc1ccccc1C1c2[nH]c3ccccc3c2CCN1Cc1ccoc1 (stereo not drawn) | ? | -1% | -5% | -16% | ? | -1% | 5%[10 µM] | 0%
10 | CN(C)C(C)(C)C#CC(O)(c1ccccc1)c1ccccc1 | 7% | 0% | -9% | -1% | -6% | 5% | 13%[10 µM] | 1%
11 | CN1C(=O)NC(c2ccc(O)cc2)C(C(=O)c2cccs2)C1(O)C(F)(F)F (stereo not drawn) | -5% | 3% | 2% | 0% | -2% | -13% | -10% | -10%
12 | COC(CNC(=O)c1ccc(-n2c(=S)[nH]c3ccccc3c2=O)cc1)OC | -4% | 1% | -4% | 4% | 3% | 5% | -10% | -3%
13 | O=C(Nc1nc(-c2ccc(S(=O)(=O)N3CCCC3)cc2)cs1)c1ccco1 | -5% | ? | 0% | -11% | ? | 8% | 0%[0.074 µM] | 9%
14 | O=C(Cc1cccs1)Nc1nc(-c2ccc(F)cc2F)cs1 | -7% | ? | -2% | -5% | ? | 5% | -13% | -1%
15 | COc1ccc(C(=O)c2c[nH]c3ccccc23)cc1 | -1% | 1% | 3% | 0% | -7% | -6% | -81%[inhibitor] | -4%

Record cards (already shown). Screens in order: GAA inhib | Tau fibril FP | GAA glycogen | Tau fibril ThT | Tau fluor cs | aGal spleen mod | HTT ATP protect | GAA spleen mod
Results for Fc1ccccc1C1c2[nH]c3ccccc3c2CCN1Cc1ccoc1 (stereo not drawn) → ? | -1% | -5% | -16% | ? | -1% | 5%[10 µM] | 0%
Results for CN(C)C(C)(C)C#CC(O)(c1ccccc1)c1ccccc1 → 7% | 0% | -9% | -1% | -6% | 5% | 13%[10 µM] | 1%
Results for CC1=CC(C)(C)N(C(=O)CSc2ncn[nH]2)c2ccc(C)cc21 → -5% | -4% | 7% | -2% | -5% | 0% | 11% | -5%
Results for CSc1nc2ccccc2cc1/C=C(\C#N)c1cccc(C)c1 → 6% | -11% | -3% | -11% | -10% | 0% | -4% | -9%
Results for CN1C(=O)NC(c2ccc(O)cc2)C(C(=O)c2cccs2)C1(O)C(F)(F)F (stereo not drawn) → -5% | 3% | 2% | 0% | -2% | -13% | -10% | -10%

Next results follow:
No. | canonical_smiles | GAA inhib | Tau fibril FP | GAA glycogen | Tau fibril ThT | Tau fluor cs | aGal spleen mod | HTT ATP protect | GAA spleen mod
16 | CN(C)c1cccc2c1C(=O)c1ccccc1C2=O | -8% | 1% | -4% | ? | ? | 3% | 7%[10 µM] | 9%
17 | CC(=O)N1CCc2cc(Br)cc(S(=O)(=O)CCC(=O)N3CCN(c4ccc(F)cc4)CC3)c21 | nt | -11% | -7%[76.3 µM] | -9% | -14% | nt | nt | nt
18 | Cc1cccc(N(CC(=O)NCCSc2ccccn2)S(=O)(=O)c2ccccc2)c1 | -5% | 6% | 4% | -9% | -15% | 3% | 20%[10 µM] | -2%
19 | CCOc1ccc(-c2cc(CCCC(=O)NCCc3ccc(OCC)c(OCC)c3)no2)cc1 | nt | -6% | -5%[76.3 µM] | ? | -15% | nt | nt | nt
20 | CCS(=O)(=O)c1ccc2oc(SCC(=O)N3CCCCC3)nc2c1 | -6% | 1% | 8% | 2% | 2% | ? | -15% | -14%
21 | C/C(CC(=O)Nc1ccc(F)cc1)=N\NC(=O)COc1ccccc1 | 2% | 8% | 8% | -4% | 3% | -3% | nt | -6%
22 | O=C(COC(=O)c1cccc(N2C(=O)c3ccccc3C2=O)c1)Nc1ccccc1 | 2% | -15% | 14% | 0% | -18% | -16% | 17%[10 µM] | -7%
23 | O=C(CNC(=S)N(Cc1ccccc1)Cc1cccnc1)NCCN1CCOCC1 | -3% | 3% | 3% | -7% | -6% | 4% | -14% | 5%
24 | CN(C)CCCNC(=O)c1ccc2[nH]c3ccccc3c2c1 | 2% | 5% | 1% | -3% | 1% | -2% | -7% | -3%
25 | CN(C(=O)COC(=O)c1ccc2c(c1)OCCO2)c1ccccc1 | ? | 1% | -3% | 0% | 2% | 3% | -51%[inhibitor] | -5%
26 | Cc1ccc(-c2cc3nc(C)cc(C)n3n2)cc1 | 9% | 1% | -12% | -11% | -1% | 4% | nt | 5%
27 | COc1ccc(CCNC(=O)c2cnc3sc(N4CCOCC4)nn3c2=O)cc1 | nt | -4% | -4%[76.3 µM] | ? | -23% | nt | nt | nt
28 | CN(C)C(=O)N1CCC(C(=O)NCc2cccs2)CC1 | -2% | 5% | 4% | -4% | 3% | -3% | 3%[0.074 µM] | -7%
29 | COc1ccc(CC(=O)N2CCC(c3ccccc3)C2)cc1 (stereo not drawn) | 1% | -1% | 8% | -1% | 7% | -1% | -53%[inhibitor] | -2%
30 | Cc1cc(F)ccc1NC(=O)CCSc1nc(-c2ccco2)cc(C(F)(F)F)n1 | nt | ? | -5%[76.3 µM] | 12% | -8% | nt | nt | nt

[31] COc1ccc(CNC(=O)CN2CCC(n3nnc4cc(F)ccc43)CC2)cc1
[32] COC(=O)CN(C(=S)Nc1ccc(Cl)cc1)C1CC(=O)N(c2ccc(OC)cc2)C1=O (stereo not drawn)
[33] Cn1c(-c2ccccc2)c(/C=N/NC(=O)c2cccnc2)c2ccccc21
[34] O=c1ccc(=O)n(-c2ccccc2)[nH]1
[35] CC(=O)Nc1cccc(C(=O)OCc2ccccc2)c1
[36] COc1cc2c(cc1OC)CN(CC(=O)Nc1ccc3c(c1)OCO3)CC2
[37] Cc1ccc(C(=O)COC(=O)CN2C(=O)C3C4CCC(C4)C3C2=O)cc1[N+](=O)[O-] (stereo not drawn)
[38] N#C/C(=C1/CCCCCN1)c1nnc2n1CCCCC2

assay / entry,31,32,33,34,35,36,37,38
GAA inhib,11%,0%,3%,nt,-2%,4%,5%,2%
Tau fibril FP,5%,-3%,14%,3%,6%,3%,0%,7%
GAA glycogen,10%,-22%,-1%,1%,-1%,-3%,13%,7%
Tau fibril ThT,0%,-4%,-16%,-1%,5%,?,-14%,1%
Tau fluor cs,-3%,-23%,?,4%,-8%,-17%,-17%,3%
aGal spleen mod,-4%,-4%,-7%,2%,-1%,0%,-3%,-1%
HTT ATP protect,25%[10 µM],-15%,-103%[inhibitor],4%[10 µM],-2%[10 µM],-21%,0%[10 µM],2%
GAA spleen mod,2%,0%,2%,-5%,-4%,-10%,-1%,-5%

[39] COc1cc(OC)cc(C(=O)N2CCCc3ccccc32)c1
[40] O=C(O)CSc1nnc(Nc2ccccc2)n1-c1ccccc1
[41] N#Cc1ccc(NC(=O)COC(=O)CCc2ccc(S(=O)(=O)N3CCCCC3)cc2)cc1
[42] O=C(CCNS(=O)(=O)c1cccc2nsnc12)N1CC(=O)N(CCc2ccccc2)C(=O)C1
[43] CCOC(=O)c1sc(NC(=O)C(C)Oc2ccc(OC)cc2)c(C(=O)OCC)c1C (stereo not drawn)
[44] Nn1c(Cc2cccc3ccccc23)nnc1SCc1ccccc1

assay / entry,39,40,41,42,43,44
GAA inhib,-6%,?,-7%,5%,nt,8%
Tau fibril FP,-2%,-2%,?,-8%,-12%,2%
GAA glycogen,0%,5%,3%,-4%,-3%[76.3 µM],-9%
Tau fibril ThT,-10%,8%,-3%,-10%,-10%,-7%
Tau fluor cs,-14%,13%,?,-6%,-20%,-5%
aGal spleen mod,6%,-1%,-2%,2%,nt,2%
HTT ATP protect,-18%,-19%,12%[10 µM],-37%,nt,20%[10 µM]
GAA spleen mod,3%,-1%,-12%,-2%,nt,-4%

From PubChem BioAssay
